mlh1 rad18: NCI yeast anticancer drug screen, S. cerevisiae mlh1 rad18 strain | 11% of 79,000 active | % growth inhibition at 50 µM;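 note: 0% = growth of vehicle-only cultures of the same strain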
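Vehicle-treated cultures served as the reference for growth inhibition in a yeast strain carrying DNA damage repair alterations exposed to each compound.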
yeast rad50: NCI yeast anticancer drug screen, S. cerevisiae rad50 strain; growth inhibition, % at 50 µM; 10% of 79,000 active;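 note: 0% = growth of vehicle-only cultures of the same strain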
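Cells are treated with compound, grown, and their growth is then scored against vehicle-only cultures of the same repair-deficient yeast strain.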
bub3: NCI yeast anticancer drug screen, S. cerevisiae bub3 mutant strain; growth inhibition, % at 50 µM; 9.9% of 78,000 active;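 note: 0% = growth of vehicle-only cultures of the same strain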
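In this screen, a yeast mutant lacking normal mitotic checkpoint function is challenged with compound. Relative growth versus vehicle gives the inhibition value.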
yeast mec2-1: NCI yeast anticancer drug screen, S. cerevisiae mec2-1 strain; % growth inhibition at 50 µM; 9% of 79,000 active;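 note: 0% = growth of vehicle-only cultures of the same strain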
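Using mec2-1 yeast: add compound, measure growth, express inhibition versus vehicle-treated cultures.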
sgs1 mgt1: NCI yeast anticancer drug screen, S. cerevisiae sgs1 mgt1 strain; 10% of 78,000 active; growth inhibition, % at 50 µM;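 note: 0% = growth of vehicle-only cultures of the same strain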
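Test agents were incubated with a DNA-repair-mutant yeast strain. Growth was then read and compared against vehicle-treated controls.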
cln2 rad14: NCI yeast anticancer drug screen, S. cerevisiae cln2 rad14 strain | 8.3% of 78,000 active | AID 165, 2004 | % growth inhibition at 50 µM;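 note: 0% = growth of vehicle-only cultures of the same strain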
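cln2 rad14 yeast strain; compound exposure; growth inhibition read vs vehicle controls.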
An asterisk follows results filed as active; & = joins results of further samples. Cut-off read from the data, not from the text of the source: active = growth inhibition above about 70%; inactive = the rest.

The line under a structure holds: yeast rad50	yeast mec2-1	sgs1 mgt1	mlh1 rad18	bub3	cln2 rad14
- CC(C#N)Nc1ccc(Oc2ccc(C(C)(C)c3ccc(Oc4ccc(NC(C)C#N)cc4)cc3)cc2)cc1 (stereo not given)
 : 6.2	-2.6	-8.3	-40.1	-23.6	7.1
- CCC1C(C#N)=C(O)NC(O)=C1C#N
 : 25.8	6.1	11.8	-1.6	19.2	8.6
- CS(=O)(=O)c1c(N)c2nc(Cl)cn2c2nc3ccccc3nc12
 : -11.4	-2.1	-10.3	-16.5	-27.1	-9.2
- Cc1ccsc1/C=N/Nc1cnccn1
 : 11.1	2.6	17.3	19.9	0.4	6.2
- CC(Cl)(CO)CCl (stereo not given)
 : 5.5	9.5	-2.6	2.0	-6.4	4.0
- COC1OC(CNC(=O)N(CCCl)N=O)C(O)C(O)C1O (stereo not given)
 : 9.1	-30.2	-36.8	-23.1	-10.4	-29.2
- CC(=O)C1(C)CC(C#N)(C#N)C(C#N)=C1N (stereo not given)
 : 9.7	15.2	-24.8	-48.9	-20.4	-0.9
- N#Cc1nc(CCCN2C(=O)c3ccccc3C2=O)oc1N
 : 15.0	8.4	-28.6	-41.8	-32.5	11.2
- CN(C)CC1CCCC(CN(C)C)C1=NOC(=O)c1ccccc1 (stereo not given)
 : -8.2	-33.8	-2.3	-27.8	8.1	-21.4
- C=C1C2CC[C@@]3(CC[C@@H]4[C@@]5(C)CCC[C@@]4(CN4CCO[C@H]45)[C@@H]3C2)[C@@H]1O
 : -2.4	-5.9	11.1	-5.5	11.2	25.9
- O=P(O)(c1ccccc1)c1ccccc1
 : 11.2	-37.9	-13.8	-5.4	-14.1	4.3
- Cc1cc(Nc2nnc(-c3cccnc3Oc3ccccc3)s2)ccc1Br
 : 1.2	-6.8	-11.6	-5.3	0.5	16.7
- Cc1c(N)cc2c(c1N)C(C)(C)CC2(C)C
 : 1.4	-2.2	-0.4	-4.6	11.1	-6.3
- O=[N+]([O-])c1ccc(C[N+]2(CCC[N+]3(Cc4ccc([N+](=O)[O-])cc4)CCCC3)CCCC2)cc1
 : -1.6	-18.2	-2.1	2.3	8.8	10.7
- CC(C)C1OC(c2ccccc2)OCC1(C)C (stereo not given)
 : -14.8	-18.2	-4.2	6.3	-4.2	-39.2
- COc1cc(/C=C2\CCC/C(=C\c3ccc(O)c(OC)c3)C2=O)ccc1O
 : 9.6&2.8	63.1&-13.1	59.1&-12.4	11.4&-13.2	44.0&-24.9	9.9&1.6
- C/C=C(\C)C(=O)OC1CC(OC(C)=O)C2(C(=O)OC)COC3C2C1(C)C1C2(C(=O)OC)OCC1(C3O)C1(O)C3CC(C4(O)C=COC4O3)C1(C)O2 (stereo not given)
 : -27.9	-23.4	-8.1	-17.2	-14.9	0.5
- CCCCCCCCCO/N=C\c1c2c(O)c3c(O)c(C)c4c(c3c1O)C(=O)C(C)(O/C=C\C(OC)C(C)C(OC(C)=O)C(C)C(O)C(C)C(O)C(C)/C=C\C=C(\C)C(=O)N2)O4 (stereo not given)
 : -1.1	19.9	11.5	30.8	-6.6	-13.9
- Clc1cc(/C=C/c2ccccc2)c2ccccc2n1
 : 25.9	-0.1	12.6	22.3	-4.7	-7.5
- CCCCCCCCCCCCCCCC1CCCC2CCCCC12 (stereo not given)
 : -9.1	9.2	9.5	-26.4	12.6	-5.8
- O=C1c2ccccc2-c2ccc(-n3c(=O)c4ccccc4c4ccccc4c3=O)cc21
 : 28.6	-1.7	29.8	25.4	8.3	16.1
- O=C1NC(=S)NC(=O)C1=Cc1ccccc1OCc1ccccc1
 : -19.4	-16.1	-0.6	-16.6	1.6	-50.6
- CC1OC(OC2C(OC3C[C@@]4(C)C(C[C@H](O)[C@H]5[C@H](C6(C)CCC(C(C)(C)O)O6)CCC54C)[C@]4(C)CC[C@@H](O)C(C)(C)C34)OC(CO)C(O)C2O)C(O)C(O)C1O (stereo not given in full) (tested in a mixture with another compound)
 : -7.6	-20.1	-3.5	-72.5	-8.5	-26.7
- Cc1ccccc1NC(=O)C(=O)Cc1nc2ccccc2s1
 : 14.8	-8.7	-1.5	20.4	9.2	11.8
- O=C(NN1CCCCC1)NN1CCCCC1
 : 5.3	-2.5	8.6	18.2	24.0	20.1
- CCCCCCCCCCCCNC(=O)c1cc[n+](Cc2ccc(Cl)c(Cl)c2)cc1
 : 99.3*	99.2*	99.1*	99.0*	98.8*	97.8*
- CCCCCCCCCCCCCCCc1cccc2ccccc12
 : -15.4	10.0	4.8	-12.4	5.7	-4.6
- OCN(CO)c1ccc2c(c1)Cc1cc(F)ccc1-2
 : 92.8*	86.2*	51.2	97.8*	90.9*	96.5*
- CCOC(=O)C(NC(=O)CC)(Nc1ccc(S(=O)(=O)Nc2ncccn2)cc1)C(F)(F)F (stereo not given)
 : -19.4	-14.9	-10.5	-7.0	-9.6	20.1
- COC(=O)c1ccc2c(c1)Cc1ccccc1-2
 : 72.5*	39.0	46.9	45.6	41.2	29.4
- CCOC(=O)/C(C)=C\c1ccccc1
 : 6.0	-0.8	-0.3	-13.1	-8.0	9.9
- O=c1sccc2ccccc12
 : 28.1	25.4	2.5	1.4	10.3	9.4
- O=C1C[C@@H](c2ccc(O)cc2)[C@@]2(O1)C(=O)O[C@H]([C@@H](O)CO)[C@@H]2O
 : -3.1	-3.3	10.2	-65.3	1.1	3.0
- C/C(C=O)=C\c1ccc(N(C)C)cc1
 : 5.0&-36.5	2.5&-21.8	-13.9&-20.6	13.6&-4.5	8.5&16.5	13.2&-44.8
- CCN(CC)CCCCCCNc1cc(C)cc2ccc(C)nc12
 : 65.8	45.7	39.1	47.5	79.7*	8.2
- N#C/C(=C\c1cc(Br)c(O)c(Br)c1)c1ccccn1
 : 50.5	50.1	24.4	52.6	-3.4	2.5
- O=C1NC(=S)S/C1=C/c1ccc(/C=C2/SC(=S)NC2=O)cc1
 : 21.0	22.6	9.4	28.4	7.8	58.4
- O=C(Nc1ccc(Cl)cc1)Nc1nnc2nc(C(C(=O)c3cccc([N+](=O)[O-])c3Cl)c3nc4nnc(NC(=O)Nc5ccc(Cl)cc5)n4[nH]c3=O)c(=O)[nH]n12
 : 99.5*	99.5*	99.0*	99.4*	99.5*	99.2*
- Cc1cccc2c1CC1(C2)Cc2c(C)cccc2C1=O (stereo not given)
 : 36.9	42.1	57.6	50.4	70.0*	55.5
- COc1cc2c[n+](C)c3c4cc(OC)c(OC)cc4c(OC)cc3c2cc1OC
 : 69.1	-19.6	-11.9	-3.2	-11.2	8.6
- C/C(=N\NC(=O)CCCCC(=O)N/N=C(\C)c1ccc(C)cc1)c1ccc(C)cc1
 : -3.6	-11.3	10.4	-2.7	-1.9	-45.7
- COc1cc(C(=O)CBr)c2ccc(Cl)cc2n1
 : 84.8*	69.2	94.0*	91.4*	70.3*	95.3*
- Cn1nc(-c2ccccc2NC(=O)C(F)(F)F)c(=O)n(C)c1=S
 : 56.9	43.9	50.5	73.9*	27.7	33.6
- CC(C)N1CCC1C(=O)O (stereo not given)
 : -6.3	-3.8	-8.0	-3.0	5.5	-29.9
- O=C(O)c1ccccc1SC(Sc1ccccc1C(=O)O)c1cccc(Cl)c1
 : 88.0*	80.0*	97.0*	98.0*	81.5*	90.0*
- O=C(c1ccc(O)cc1O)C1C(c2ccc(O)cc2)OC(c2ccc(O)cc2)C1C(=O)c1ccc(O)cc1O (stereo not given)
 : 21.9	-20.9	-11.6	0.1	4.3	9.3
- CC(=O)O/C1=C\CCCCCCCCCC1
 : 7.0	-27.5	28.3	-1.4	13.5	18.9
- O=C(O)CSC(=S)N1CCCC1
 : 46.0	-5.3	-14.5	-15.8	-5.6	-40.7
- CCOC(=O)c1c(/N=C/c2ccc3c(c2)OCO3)sc2c1CCCC2
 : 7.7	-23.3	17.8	3.2	11.3	11.8
- O=C(O)COc1ccccc1C(=O)O
 : 4.5	29.4	-1.9	5.7	11.6	23.8
- CC1(C)C(=O)OC(n2cc(F)c(=O)[nH]c2=O)C1=O (stereo not given)
 : 6.6	3.0	30.0	15.7	27.1	56.8
- O=c1oc2ccccc2c(O)c1C(c1ccc2c(c1)OCO2)N1CCOCC1 (stereo not given)
 : 23.2	25.2	8.5	19.1	1.8	25.7
- Cc1cn(CC(=O)c2c[nH]c3ccccc23)c(=O)[nH]c1=O
 : -3.9	1.2	-8.3	2.5	-0.7	-15.6
- C=C1C(=O)C2=CC1CCC(=O)C1(C)CCC(OC(C)=O)C(C)(C)C1CC2O (stereo not given)
 : 82.1*	82.8*	78.7*	73.7*	87.0*	65.0
- CCCCOC(=O)CC1CCCCC1
 : -15.3	-8.9	-30.8	-10.2	-5.6	-6.1
- O=C(Nc1ccccc1)c1ccco1
 : 12.3	33.2	13.8	11.2	-1.6	-0.6
- C[Si](C)(CCCNCCN)O[Si](C)(C)CCCNCCN
 : -7.3	-24.1	5.7	9.9	9.2	-2.1
- O=C(O)c1cc(Cl)cc(Cc2cc(Cl)cc(C(=O)O)c2O)c1O
 : -14.1	-24.1	-32.8	5.0	-50.7	-29.7
- Cn1cnc([N+](=O)[O-])c1Sc1ccccn1
 : -16.1	-18.1	-5.8	-19.3	-12.4	2.0
- O=Nc1cc(S(=O)(=O)O)c2ccccc2c1O
 : 0.1&16.8	0.9&2.1	17.4	13.7&23.6	8.9	13.1

Reprinted at random: seven compounds from above
The line under a structure holds: yeast rad50	yeast mec2-1	sgs1 mgt1	mlh1 rad18	bub3	cln2 rad14
- CC(=O)O/C1=C\CCCCCCCCCC1
 : 7.0	-27.5	28.3	-1.4	13.5	18.9
- CN(C)CC1CCCC(CN(C)C)C1=NOC(=O)c1ccccc1 (stereo not given)
 : -8.2	-33.8	-2.3	-27.8	8.1	-21.4
- Cc1c(N)cc2c(c1N)C(C)(C)CC2(C)C
 : 1.4	-2.2	-0.4	-4.6	11.1	-6.3
- O=C1c2ccccc2-c2ccc(-n3c(=O)c4ccccc4c4ccccc4c3=O)cc21
 : 28.6	-1.7	29.8	25.4	8.3	16.1
- CC(=O)C1(C)CC(C#N)(C#N)C(C#N)=C1N (stereo not given)
 : 9.7	15.2	-24.8	-48.9	-20.4	-0.9
- C[Si](C)(CCCNCCN)O[Si](C)(C)CCCNCCN
 : -7.3	-24.1	5.7	9.9	9.2	-2.1
- CCOC(=O)c1c(/N=C/c2ccc3c(c2)OCO3)sc2c1CCCC2
 : 7.7	-23.3	17.8	3.2	11.3	11.8

Other results
The line under a structure holds: yeast rad50	yeast mec2-1	sgs1 mgt1	mlh1 rad18	bub3	cln2 rad14
- O=c1c2ccccc2ncn1Cc1ccccc1[N+](=O)[O-]
 : -31.8	-9.1	-7.0	-6.2	26.2	73.3*
- O=S1OCCO1
 : 0.7	0.1	-9.8	14.4	0.1	-63.2
- CC1CCC(NC(=O)NCCCl)c2ccccc21 (stereo not given)
 : -7.0	-1.3	-1.8	-6.7	-14.2	-23.8
- O=C(NC[N+]12CCO[B-]1(c1cccc(Cl)c1)OCC2)c1ccccc1O (stereo not given)
 : 39.6	14.4	14.0	42.5	6.1	25.1
- CC1=CC(=O)c2cc(C)ccc2C1=O
 : 6.1	-15.0	-8.3	-3.2	-3.0	-32.5

Screening results deposited in PubChem BioAssay by NCI.
